Screening data: PubChem, The Scripps Research Institute Molecular Screening Center
PAFAH1B3 FP inh: PAFAH1B3 (human) inhibition. Q15102. recombinant PAFAH1B3, FP-rhodamine probe, fluorescence polarization. inhibition, % at 3.39 µM. 0.28% of 340,000 active. AID 492972;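 active = inhibition above the screen-wide average of all tested compounds plus 3 SD, cut at about 25% in these data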;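 also: 0% = enzyme with DMSO only and 100% = wells lacking PAFAH1B3 protein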
Target sequence (Q15102 whole entry, looked up): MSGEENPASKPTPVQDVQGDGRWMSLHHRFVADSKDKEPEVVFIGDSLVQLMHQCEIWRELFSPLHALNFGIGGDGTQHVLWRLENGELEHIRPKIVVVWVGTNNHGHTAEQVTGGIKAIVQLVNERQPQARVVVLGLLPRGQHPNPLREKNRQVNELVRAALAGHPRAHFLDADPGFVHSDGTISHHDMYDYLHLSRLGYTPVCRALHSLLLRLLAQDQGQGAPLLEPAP
PME-1 inh: blocks human protein phosphatase methylesterase 1. Q9Y570. recombinant PME-1, FP-Rh probe fluorescence polarization. inhibition, % at 5.9 µM. 0.53% of 320,000 active;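 active = inhibition above the campaign mean of all compounds plus 3 SD, cut at about 26% in these data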;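 also: competitive labeling of PME-1 active site by serine hydrolase directed probe; 0% = PME-1 with DMSO and 100% = wells lacking PME-1 enzyme; inhibitors block probe labeling so polarization falls and inhibition rises; many of its hits are not listed in these tables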
pPAFAH inh: pPAFAH (human) enzyme inhibition | 1.5% of 330,000 active | recombinant pPAFAH, FP-rhodamine probe fluorescence polarization | inhibition, % at 3.39 µM | Q13093 | AID 463082;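 active = inhibition above the mean inhibition across the screen plus 3 SD, cut at about 25% in these data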;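 also: inhibitors block binding of the rhodamine activity-based probe so polarization drops; 0% = enzyme with DMSO and 100% = wells lacking pPAFAH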
PAFAH2 FP inh: inhibitors of human PAFAH2; recombinant PAFAH2, FP-rhodamine activity probe, fluorescence polarization; inhibition, % at 3.39 µM; 0.99% of 340,000 active; AID 492956;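 active = inhibition above the mean over all tested compounds plus 3 SD, cut at about 30% in these data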;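 also: inhibitors block probe labeling of enzyme so polarization drops; 0% = enzyme with DMSO and 100% = wells lacking PAFAH2 protein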
PAFAH1B2 FP inh: blocks human PAF acetylhydrolase 1b catalytic subunit 2 | P68402 | recombinant PAFAH1B2, FP-rhodamine activity probe, fluorescence polarization | inhibition, % at 3.39 µM | 1.2% of 340,000 active | AID 492953;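 active = inhibition above the mean of all tested compounds plus 3 SD, cut at about 24% in these data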;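 also: 0% = enzyme with DMSO and 100% = wells lacking PAFAH1B2; many of its hits are not listed in these tables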
Target sequence (P68402 whole entry, looked up): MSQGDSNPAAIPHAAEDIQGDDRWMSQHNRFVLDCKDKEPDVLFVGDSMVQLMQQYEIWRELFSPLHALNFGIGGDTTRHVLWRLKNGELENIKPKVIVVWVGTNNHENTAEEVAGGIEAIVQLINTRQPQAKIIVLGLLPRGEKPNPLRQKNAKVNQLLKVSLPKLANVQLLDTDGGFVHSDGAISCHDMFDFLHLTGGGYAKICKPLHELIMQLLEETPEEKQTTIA
LYPLA1 inh: counter-screen for PME1 inhibitors: inhibitors of human LYPLA1; O75608; recombinant LYPLA1, FP-Rh probe fluorescence polarization; inhibition, % at 5.9 µM; 0.16% of 320,000 active; AID 2174;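 active = inhibition above the mean of all tested compounds plus 3 SD, set per campaign, cut at about 14% in these data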;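 also: inhibitors block serine hydrolase probe labeling of LYPLA1 so polarization falls; 0% = enzyme with DMSO and 100% = wells lacking LYPLA1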
Target sequence (O75608 whole entry, looked up): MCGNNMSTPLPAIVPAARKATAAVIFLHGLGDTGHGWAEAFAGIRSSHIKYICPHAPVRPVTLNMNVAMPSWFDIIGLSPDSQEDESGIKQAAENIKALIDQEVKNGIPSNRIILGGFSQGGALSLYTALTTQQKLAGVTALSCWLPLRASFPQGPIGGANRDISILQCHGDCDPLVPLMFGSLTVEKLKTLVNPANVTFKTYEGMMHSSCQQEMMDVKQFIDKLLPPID
GSTO1 inh: GSTO1 inhibition, counter-screen for RBBP9 inhibitors. P78417. recombinant GSTO1, activity-based probe fluorescence polarization. inhibition, % at 5.96 µM. 1.1% of 300,000 active;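 active = inhibition above the campaign mean inhibition plus 3 SD, cut at about 35% in these data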;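 also: 0% = GSTO1-1 with DMSO and 100% = wells lacking GSTO1-1 enzyme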
Target sequence (P78417 whole entry, looked up): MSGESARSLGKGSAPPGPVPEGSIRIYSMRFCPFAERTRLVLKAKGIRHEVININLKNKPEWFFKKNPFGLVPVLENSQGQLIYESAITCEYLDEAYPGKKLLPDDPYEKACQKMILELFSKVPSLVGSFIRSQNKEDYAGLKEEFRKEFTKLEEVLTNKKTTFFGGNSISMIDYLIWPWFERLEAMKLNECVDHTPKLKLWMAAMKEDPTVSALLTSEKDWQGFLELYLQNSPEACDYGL
Fam108B counter: blocks mouse Fam108B hydrolase in RBBP9 counter-screen. AID 1947. recombinant Fam108B, FP-Rh probe fluorescence polarization. 0.33% of 300,000 active. inhibition, % at 9.51 µM;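 active = inhibition above the screen mean inhibition plus 3 SD, computed separately per campaign, cut at about 18% in these data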;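 also: inhibitors lower polarization as less probe binds the enzyme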
PAD4 inh: inhibitors of human PAD4 | Q9UM07 | recombinant PAD4, RCA probe fluorescence polarization | inhibition, % at 6.36 µM | 0.41% of 330,000 active | AID 485272;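 active = percent inhibition above a cutoff equal to the mean of all tested compounds plus 3 SD, cut at about 15% in these data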;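 also: 0% = PAD4 with RCA probe and DMSO and 100% = probe without PAD4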
Active calls of the source: *; . = not tested or not shown. A portion of the library; the hit share may differ from the screen's.

Structure	PAFAH1B3 FP inh	PME-1 inh	pPAFAH inh	PAFAH2 FP inh	PAFAH1B2 FP inh	LYPLA1 inh	GSTO1 inh	Fam108B counter	PAD4 inh
CCc1ccc(OCc2nnc(SCCN3CCOCC3)n2CC)cc1	6	2	3	-1	-2	2	-1	3	-3
N#CCCn1cc(/C=N/NC(N)=S)c(-c2ccc(Br)cc2)n1	5	3	5	-1	2	1	0	-2	3
CCN(Cc1ccc(N(C)C)cc1)C(C)C(=O)Nc1ccc(S(=O)(=O)N2CCCC2)cc1 (centres undefined)	2	8	1	-2	4	-2	.	.	-3
CN(Cc1ccco1)S(=O)(=O)c1nnc(NC(=O)c2ccccc2)s1	4	-5	-4	1	5	-3	-31	-3	-1
O=C(CCn1nc(-c2ccc(Cl)cc2)ccc1=O)N1CCN(c2ccccc2)CC1	10	-3	5	-3	19	-1	10	6	5
Cc1ccc(-c2cc(C(=O)N3CCCC(C(F)(F)F)C3)c3ccccc3n2)o1 (centres undefined)	1	-3	-5	5	1	-5	3	-8	-5
Cc1ccc(-n2c(=O)c(C#N)cc3c(=O)n4ccccc4nc32)cc1C	8	3	-5	1	7	3	-7	2	-3
O=C(NN1C(=O)c2cc(Br)ccc2NC1c1cc(Br)cc(Br)c1O)c1ccncc1 (centres undefined)	13	7	30*	23	-2	-4	-3	7	0
COC(=O)C1C(c2ccccc2)C(C(=O)O)C1c1ccccc1 (centres undefined)	-2	-6	3	3	3	2	7	1	-2
O=C(O)c1ccc(N/N=C/c2ccnc3ccccc23)cc1	8	1	7	8	-8	6	3	5	-3
CCOc1ccc(CCNC(=O)c2ccc(=O)[nH]c2)cc1OCC	8	9	1	-2	5	-3	-3	-1	0
Cc1ccsc1CNS(=O)(=O)c1ccc(F)cc1	7	4	2	4	11	0	2	2	-4
CC(C)=C(NC(=O)c1ccccc1)C(=O)N/N=C(\C)c1ccccc1O	10	-4	2	0	7	-3	5	-2	-6
COc1cccc(/C=N/NC(=S)NCc2ccco2)c1OC	2	8	2	5	-1	-1	4	0	-4
O=C(CCN=C1NS(=O)(=O)c2ccccc21)Nc1ccc(F)cc1Cl	12	.	1	7	5	.	.	.	-5
COc1ccc(C(C)=O)cc1COC(=O)CCNS(=O)(=O)c1ccc(C(C)=O)cc1	0	5	5	7	-1	0	16	-1	-5
O=C(CSc1nc(=O)n2ccccc2n1)NCc1ccc2c(c1)OCO2	11	-4	0	1	2	0	6	1	-3
COc1ccc(/C=C(/NC(=O)c2ccco2)C(=O)NCc2ccco2)cc1OC	1	-2	-9	-6	-1	0	-2	-4	-9
CC(C)(C)c1cc(Br)ccc1OCC(=O)Nc1ncn[nH]1	-1	0	3	0	2	-1	3	-6	0
Cc1ccc(SCC(=O)OC(C)C(=O)NCc2ccccc2)cc1 (centres undefined)	6	1	15	3	24	0	8	3	-1
Cc1cc(S(=O)(=O)N2CCOCC2)ccc1F	3	-3	3	1	7	3	2	1	-1
Cc1ccc(S(=O)(=O)CCC(=O)N2CCN(c3ccc(Cl)cc3)CC2)cc1	5	6	3	3	15	4	4	4	1
O=C(CNC(=O)c1cccs1)N/N=C/c1ccc(Cl)cc1	2	2	2	-1	0	5	0	-1	-2
CC(c1nccs1)N(C)c1nc2nonc2nc1N(C)C (centres undefined)	13	-5	1	-1	8	-4	3	0	0
C=CCNC(=S)NCc1cccnc1	2	-3	1	7	6	3	-4	0	2
CC(=O)Nc1ccc(C(=O)OC2CCOC2=O)cc1 (centres undefined)	6	-3	-3	3	5	1	3	1	-1
CCOc1ccc(CNC(=O)c2ccc3c(c2)N(CC)CCS3)cc1	-8	7	2	1	2	-4	5	1	1
Cc1[nH]c2ccc(C(=O)N3CCCC3)cc2c1C	-1	-3	2	1	-4	0	-4	-4	-5
CCOC(=O)CCC(=O)NCc1ccc2c(c1)cc(C)n2C	-1	-5	1	4	1	0	1	5	4
COc1ccc(-n2nc(C(=O)NCC(=O)NCCC3=CCCCC3)c3ccccc3c2=O)cc1OC	0	-3	3	-6	0	-2	8	-1	-1
Cc1ccc(C(=O)N2c3ccccc3CC2C)o1 (centres undefined)	3	3	-1	2	3	-4	-3	1	1
CCN(CC)c1ccc(C(=O)OCC(=O)N(C)Cc2ccccc2)cc1	4	-1	15	48*	1	-1	2	-2	-4
Cc1nc(=O)c(-c2ccccc2)c(C)n1-c1ccccc1O	1	-4	-1	-1	0	-3	1	3	-4
COc1ccc(NC(=O)COC(=O)c2ccncc2)c(OC)c1	-7	2	1	-7	2	-2	2	-2	1
O=C(COc1ccccc1F)Nc1ccc2[nH]c(=O)[nH]c2c1	12	3	3	-1	7	2	-3	0	2
CCOC(=O)c1nc2c(=O)n(C)c(=O)n(C)c2n(C)c1=O	3	-5	2	-2	-1	-1	-3	0	1
CCOc1ccc(NC(=O)CN(c2ccc(OCC)cc2)S(=O)(=O)c2c(C)[nH]c(=O)[nH]c2=O)cc1	1	4	6	1	1	1	15	1	5
CCN(CC)C(=O)Cn1nc(-c2ccncc2)nc1SCC(=O)Nc1ccc(OC)cc1	4	-3	-1	2	3	-1	6	-2	-3
COCc1cc(NCc2ccc(Cl)cc2)nc(C)n1	1	1	0	6	21	5	-1	1	4
Cc1cccc(NS(=O)(=O)c2cccc(C(=O)Nc3cccc(C(=O)O)c3)c2)c1	6	2	21	7	2	-2	-4	2	2

The list goes on, starting with the last two of the part before.
Structure	PAFAH1B3 FP inh	PME-1 inh	pPAFAH inh	PAFAH2 FP inh	PAFAH1B2 FP inh	LYPLA1 inh	GSTO1 inh	Fam108B counter	PAD4 inh
COCc1cc(NCc2ccc(Cl)cc2)nc(C)n1	1	1	0	6	21	5	-1	1	4
Cc1cccc(NS(=O)(=O)c2cccc(C(=O)Nc3cccc(C(=O)O)c3)c2)c1	6	2	21	7	2	-2	-4	2	2
O=C(CNC(=O)c1cnccn1)Nc1ccc(F)c(F)c1F	0	-7	-3	-9	6	-2	13	-2	2
Cc1n(Cc2ccccc2)c2ccccc2[n+]1Cc1ccccc1	10	-6	3	-3	8	2	0	0	-2
CC1Cc2ccccc2N1C(=O)CSc1nnnn1C (centres undefined)	5	1	6	1	6	3	-3	0	-1
CCOc1ccccc1C(=O)N(CN1CCCC1=O)c1cccc(Cl)c1	5	8	0	-1	1	0	-4	1	-1
COc1ccc(S(=O)(=O)N2CCCCC2)cc1NC(=O)C1CC(=O)N(Cc2ccccc2)C1 (centres undefined)	6	12	3	6	0	2	.	.	-3
COc1ccc(CN(C)Cc2ccccc2)c(OC)c1OC	9	-1	6	-2	0	-8	0	0	1
CS(=O)(=O)N(Cc1ccc(Cl)cc1)c1ccc(C(=O)NCc2ccccn2)cc1	4	-2	4	1	6	0	2	-2	0
CCOc1ccc(N2CC(C(=O)N3CCCCCC3)CC2=O)cc1 (centres undefined)	9	-3	2	0	5	0	7	0	-1
COc1ccccc1/C=N/NC(=O)C(=O)Nc1ccccc1OC(F)(F)C(F)F	7	-7	-2	0	-2	-2	-2	-2	-3
Cn1c(SCc2nc3cc(C(=O)O)ccc3c(=O)[nH]2)nnc1C(F)(F)F	3	7	-7	1	2	-4	-4	-4	-2
CCOC(=O)C1CCN(C(=O)c2c(-c3c(Cl)cccc3Cl)noc2C)CC1	-2	5	2	-3	-4	0	-5	-2	1
CCOC(=O)C1(Cc2cccc(F)c2)CCN(Cc2cnn(CC)c2C)CC1	.	-4	2	.	.	-2	-5	0	-2
CCC(C)(C(=O)NC1CCCC1)N(CC1CCCO1)C(=O)CNC(=O)c1ccccc1 (centres undefined)	4	-3	-2	1	-3	-5	-2	0	0
CC(C)(C)NC(=O)CSC(=Nc1ccc(F)cc1)NC#N	-4	-1	2	-3	4	-2	8	-1	-7
O=C1OCCN1C(=O)[C@H]1[C@H](c2ccc(Cl)cc2)C(c2ccc(F)cc2)=NN1c1ccc(Br)cc1	-5	.	0	-3	3	.	.	.	5
CCOC(=O)NC(=O)c1cn(C(CC)CO)c(=O)[nH]c1=O (centres undefined)	-1	3	3	-7	3	1	1	0	-2
Fc1ccccc1CSc1ncnc2c1oc1ccccc12	6	-7	10	6	-3	1	4	-1	-4
Cn1cnnc1SCCCN1C(=O)c2cccc3cccc(c23)C1=O	1	7	0	-2	3	0	9	3	-1
COCCN(C(=S)Nc1ccccc1OC)C1CCN(C(C)=O)CC1	-1	6	0	2	4	-1	1	-6	8
CCOc1ccc(C2C(C(=O)NC)=C(C)Nc3nc4ccccc4n32)cc1OC (centres undefined)	7	2	2	-5	7	0	0	-2	-1
COc1ccc(C(=O)NCc2nnc(SCC(=O)NC3CCCCC3)n2C)cc1	-2	-5	6	8	-3	1	1	-1	3
CCCNC(=O)c1ccc(COc2ccc(C(C)(C)C)cc2)o1	0	3	6	4	6	2	-2	4	4
NC(=O)Cc1ccc(C(=O)c2ccc(F)cc2)s1	3	-2	-1	8	4	-3	1	1	-2
CCSc1nnc(-c2ccccc2SC)o1	10	0	1	2	1	-4	12	0	3
CN(C)CCCOc1ccc(Cl)cc1Br	0	3	6	0	5	2	-1	5	-2
O=C(N/N=C\c1cccc(Cl)c1)c1ccc(Cn2cccn2)o1	5	-3	2	-4	-2	-3	1	-1	0
C=CCCCCCCCCC(=O)N1CCN(c2cc3c(cc2F)c(=O)c(C(=O)O)cn3CC)CC1	1	9	5	6	2	-2	4	1	4
Cc1ccc(C(=O)NCC(=O)OCCCOC(=O)CNC(=O)c2ccc(C)c(C)c2)cc1C	4	1	4	1	13	1	.	.	2
CCOC(=O)Cc1csc(NC(=O)Nc2ccc(OC(F)(F)F)cc2)n1	-5	8	6	-5	4	-6	-7	-2	-1
Cc1ccc(NC(=O)CSc2nc(=O)n(CCCN3CCOCC3)c3c2CCCC3)cc1F	2	-1	6	-1	-1	-2	1	-2	4
COc1ccc(CSc2nncn2C)cc1F	-1	6	-2	1	-1	0	0	-2	-2
COc1ccc(C(=O)NCC(=O)N/N=C/c2ccco2)cc1OC	1	-1	-6	-4	-3	-8	2	-6	-8
O=C(Nc1cccc(C(F)(F)F)c1)C(=O)N1CCCCC1	4	-2	2	-4	0	2	11	5	-8
S=C(NCCN1CCOCC1)Nc1ccc(Nc2ccccc2)cc1	-2	0	1	5	1	2	5	7	-2
COCCC(=O)N1CCC(Oc2ccc(C(=O)N3CCCCC3COC)cc2)CC1 (centres undefined)	4	-4	2	-1	-3	-1	-5	0	2
CCN(CC(=O)Nc1ccc(Br)cc1F)CC(=O)NC1CCS(=O)(=O)C1 (centres undefined)	4	1	4	-4	4	-1	.	.	-2
COc1ccc(NC2=NCC(=O)N2Cc2cccs2)cc1	10	1	3	-9	-1	2	3	-2	0
CCCCCOc1ccc(OC(=O)c2ccncc2)cc1	0	-6	-6	-3	3	-3	2	0	0
Cn1nnnc1Sc1ncnc2scc(-c3ccc(C(F)(F)F)cc3)c12	8	-3	3	-4	-5	-2	.	.	8
Nc1c(C(=O)O)ccc2c1C(=O)c1ccccc1C2=O	3	6	9	-2	3	3	-12	-1	-12
